Screening data from PubChem.
GAA spleen mod: inhibits or activates alpha-glucosidase in human spleen homogenate; human spleen homogenate, 4-MU-alpha-glucoside fluorescence; P10253; Potency, µM (series often up to 79.9 µM), for inactives: at the highest dose activity change, negative = inhibition, actives largely listed as inhibitors; 240,000 compounds, 0.006% hits; AID 2112;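 further: 0% = enzyme with vehicle and -100% = no enzyme basal signal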
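Human spleen homogenate (1 ug) incubated with compounds and 1 mM 4-methylumbelliferyl-alpha-D-glucopyranoside in pH 5.0 citrate/phosphate buffer, 37 C, 40 min. Stopped at pH 10; 4-MU fluorescence (Ex 365/Em 440 nm); AC50 by Hill fit.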
HttQ103 aggreg: mutant huntingtin aggregation inhibition; 220,000 compounds, 1.1% hits; Potency, µM (series often up to 46.1 µM), for inactives: top-dose activity change, negative = inhibition, actives largely listed as inhibitors; PC12 HttQ103-GFP aggregates, Acumen cytometry, 40 h; further: on the % scale 0 is the no-effect control and ±100 the full control effect; nearly all actives have a fitted effect of over 60% in size
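PC12/HTTQ103-GFP, ecdysone-inducible; teb 100 nM; cpd qHTS titration; GFP aggregates read on laser cytometer, Ex 488/Em 500-530 nm.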
IMPase Li cell: membrane-permeable IMPase blocker, potentiated with lithium | 210,000 compounds, 0.35% hits | CHO-M1 cells, IP1 TR-FRET (IP-One), carbachol + lithium | Potency, µM (titrated, usually from 59.4 µM), for the others: at the top dose activity, negative = IMPase inhibition, hits mostly inhibitors;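 further: IP1 builds up when IMPase is blocked and the TR-FRET signal falls; plate controls were basal vehicle for no effect and high inhibitor control for full effect; nearly all actives have a fitted effect of over 50% in size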
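Concentration–response in CHO-M1 cells, lithium-potentiated; 30 min at 37C. IP1 detected by competitive TR-FRET after 10 min lysis at RT. Hill-fitted AC50.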
HTT ATP protect: cytoprotection in Huntington HTT-Q103 PC12 cell model; 230,000 compounds, 0.14% hits; AID 1471; PC12 HTT-Q103 induced, cytoprotection, ATP luminescence, 40 h; Potency, µM (titrated, usually from 56.4 µM), inactives show cytoprotection (ATP increase), actives largely listed as activators;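 further: % of control where 0% means no effect; nearly all actives have a fitted effect of over 45% in size; toxic huntingtin expression switched on by the ecdysone agonist tebufenozide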
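PC12 cells stably carrying ecdysone-inducible Htt exon 1 (Q103)–GFP were induced with 100 nM tebufenozide (final) alongside library compounds in a dose series. Cytoprotection was scored as retained ATP by ATPlite luminescence.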
GoLoco inh red: inhibitors of human Gai1-RGS12 GoLoco interaction (red fluorophore); Potency, µM (top dose mostly 61.6 µM), for the others: at the top dose activity, negative = inhibition, usual class: inhibitors; AID 880; 230,000 compounds, 0.44% hits; P63096; Gai1:RGS12 GoLoco peptide FP, rhodamine, 10 min; active means well fitted inhibition curve with a large enough effect, not every such curve was filed as active; inactive means no such curve, though single readings can be large or run the other way; further: on the % scale 0 is the no-effect control and ±100 the full control effect; nearly all actives have a fitted effect of over 30% in size; many of its hits are not listed in these tables
Target sequence (P63096 whole entry, looked up): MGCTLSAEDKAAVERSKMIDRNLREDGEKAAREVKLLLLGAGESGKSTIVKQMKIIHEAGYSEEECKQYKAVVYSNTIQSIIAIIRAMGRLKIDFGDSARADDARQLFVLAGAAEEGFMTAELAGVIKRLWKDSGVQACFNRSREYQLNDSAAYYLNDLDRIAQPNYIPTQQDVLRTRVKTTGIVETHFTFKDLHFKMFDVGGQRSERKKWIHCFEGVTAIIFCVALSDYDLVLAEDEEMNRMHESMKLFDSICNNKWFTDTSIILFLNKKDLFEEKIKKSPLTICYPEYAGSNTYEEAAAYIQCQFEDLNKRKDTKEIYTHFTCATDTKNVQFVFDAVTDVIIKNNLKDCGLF
GAA inh: blocks human lysosomal alpha-glucosidase | P10253 | purified human GAA, 4-MU-alpha-glucoside fluorescence | Potency, µM (top dose mostly 76.9 µM), inactives show at the top dose activity change, negative = inhibition, usual class: inhibitors | 200,000 compounds, 0.005% hits;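 further: plate controls were uninhibited enzyme wells for no effect and no-enzyme background for full effect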
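Endpoint fluorogenic read: 20 min room-temperature reaction of 4 nM human alpha-glucosidase with 400 uM 4-methylumbelliferyl-alpha-D-pyranoside, pH 5.0, quenched with 1M NaOH/1M glycine pH 10. AC50 from Hill modeling.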
GAA glycogen mod: inhibitors or activators of human alpha-glucosidase glycogen cleavage | recombinant GAA, glycogen substrate, Amplex Red glucose oxidase fluorescence | Potency, µM (top dose mostly 76.4 µM), for the others: at the highest dose activity change, negative = inhibition, usual class: inhibitors | 300,000 compounds, 0.38% hits | AID 2100;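 further: 0% = full enzyme reaction and -100% = no-enzyme basal signal; the screen sought inhibitors and activators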
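Recombinant human alpha-glucosidase (4 nM final) hydrolysed bovine liver glycogen (30 ug) for 40 min at 37 C in pH 5.0 citrate/phosphate with 0.01% Tween-20. Released glucose detected by glucose oxidase/Amplex Red, Ex 573/Em 610 nm. Compounds up to 77 uM; AC50 from Hill fits.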
* marks the source's active call; other numbers are inactive results; ? = inconclusive; nt = no result given; & = joins results of further samples; [ ] = remark or other dose. Unless noted, the call rests on the fitted dose curve; in most records, active means well fitted curve in the direction sought with a large enough effect; inconclusive means small, poorly fitted or top-dose-only effect, or another doubt; inactive means no such curve, though single readings can be large; an effect the other way counts as inactive or inconclusive. Potency means the concentration at half of the fitted maximal effect. The list is partial; rates above refer to the full screens.

SMILES	GAA spleen mod	HttQ103 aggreg	IMPase Li cell	HTT ATP protect	GoLoco inh red	GAA inh	GAA glycogen mod
C/C=C(/C)C(=O)Nc1cccc(C2=NOC3(C2)C[C@H](C(N)=O)N(C(=O)Cc2ccc([N+](=O)[O-])cc2)C3)c1 (some centres not stated)	-6%	-28%[9.22 µM]	nt	4%[10 µM]	4%	nt	-7%
COCCCNC(=O)/C(C#N)=C/c1ccc(OCC(=O)O)c(OC)c1	-2%	-10%	1%	?	-1%	1%	-3%
O=C(NCc1ccncc1)c1cc2ccccc2nc1Cl	3%	?	-8%	-13%	0%	-3%	4%
c1ccc2oc(-c3[nH]ncc3CN3CCC(N4CCSCC4)CC3)cc2c1	2%	-6%[9.22 µM]	17%	7%[10 µM]	5%	12%	6%
C/C(=N/NC(=O)C1CC1(c1ccccc1)c1ccccc1)c1ccco1 (configuration not stated)	2%	8%	-1%	nt	7%	-5%	4%
C=CCOc1ccc(/C(CC)=N/O)cc1OC	0%	-6%	9%[38.3 µM]	11%[10 µM]	-3%	7%	-3%
COc1ccc(/C=C2\SC(=S)N(C(C(=O)O)c3ccccc3)C2=O)c(OC)c1 (configuration not stated)	-4%	-10%[9.22 µM]	nt	-16%[10 µM]	3%	nt	8%
CC(C)COP(=O)(OCC(C)C)C(O)c1ccccc1F (configuration not stated)	-12%	-11%	0%[38.3 µM]	-10%	13%	-26%[15.4 µM]	-5%
COC/C=C/C1=CC2=CC(=O)C(C)(OC(=O)c3cnc4ccccc4n3)C(=O)C2=CN1c1cccc(C#N)c1 (configuration not stated)	-10%[17.4 µM]	nt	-1%	20%[10 µM]	6%[14.2 µM]	nt	nt
Cc1ccc(CNC(=O)C(Cc2ccccc2)NS(=O)(=O)c2cccs2)cc1 (configuration not stated)	-11%	?	19%[38.3 µM]	6%	9%	-3%	-1%
COC(=O)[C@@]1(Cc2ccc(F)cc2)[C@H]2c3cc(C(=O)N(C)C)n(Cc4ccc(S(C)(=O)=O)cc4)c3C[C@H]2CN1C(=O)c1ccccc1	23%	nt	-6%	?	21%	nt	nt
Cc1ccc(NCCC(=O)c2ccc(Cl)cc2)cc1C	-5%	3%	-2%[38.3 µM]	-10%	1%	6%	0%
CCCn1cnc2c(c1=O)c1nc3ccccc3nc1n2CCC1=CCCCC1	-2%	34%	-3%[38.3 µM]	4%[0.074 µM]	5%	?	2%
COc1ccc(OC)c(CNn2c(-c3cccc(C)c3)nc3ccccc3c2=O)c1	-17%	1%	25%[38.3 µM]	-1%	5%	-15%	-6%
N#C/C(=C\c1cccs1)C(=O)NCc1ccccc1	-1%	2%	-3%	-1%[10 µM]	-12%	-5%	-2%

Profiles as entered above:
COCCCNC(=O)/C(C#N)=C/c1ccc(OCC(=O)O)c(OC)c1 is entered as GAA spleen mod: -2%; HttQ103 aggreg: -10%; IMPase Li cell: 1%; HTT ATP protect: ?; GoLoco inh red: -1%; GAA inh: 1%; GAA glycogen mod: -3%
CC(C)COP(=O)(OCC(C)C)C(O)c1ccccc1F (configuration not stated) is entered as GAA spleen mod: -12%; HttQ103 aggreg: -11%; IMPase Li cell: 0%[38.3 µM]; HTT ATP protect: -10%; GoLoco inh red: 13%; GAA inh: -26%[15.4 µM]; GAA glycogen mod: -5%

(cont.)
SMILES	GAA spleen mod	HttQ103 aggreg	IMPase Li cell	HTT ATP protect	GoLoco inh red	GAA inh	GAA glycogen mod
O=C(c1ccc2c(c1)OCO2)[C@@H]1[C@@H]2C(=O)N(C3CCCCC3)C(=O)[C@@H]2C2c3ccccc3C=CN21 (some centres not stated)	-1%	-8%	7%[38.3 µM]	-5%[0.074 µM]	63%[activator]	-8%	17%
CCN(CC)Cc1c(C(=O)OC)nnn1-c1nonc1N	2%	8%	27%[38.3 µM]	-11%	-2%	1%	4%
S=C=Nc1cccc(NC(=S)NCCCCNC(=S)Nc2cccc(N=C=S)c2)c1	0%&-1%	nt	-15%	1%	6%	nt	nt
Cc1nc2c([nH]c3ccccc32)c(=O)n1N	-8%	-6%	-1%	-26%	-8%	2%	6%
O=c1c2oc3ccccc3c2[nH]c(=S)n1-c1ccc(F)cc1	1%	-24%	11µM*	-4%	5%	0%	-9%
CCC(NS(=O)(=O)c1ccc(C)cc1)C(=O)N1CCC2(O)CCCCC2C1 (configuration not stated)	7%	2%	-14%[38.3 µM]	1%[0.074 µM]	0%	-2%	2%
CCN1CCCC1CNC(=O)C1CCN(Cc2nc(-c3cccc(Br)c3)oc2C)CC1 (configuration not stated)	6%	?	-2%[38.3 µM]	-169%[inhibitor][0.074 µM]	6%	1%	12%
O=C(/C=C(\c1ccc(Cl)cc1)n1cncn1)c1ccc(Cl)cc1	5%	-4%[9.22 µM]	17%[38.3 µM]	20%	8%	-1%	8%
O=C(Nc1ccc(F)cc1)c1nc2c(nnn2Cc2cccc3ccccc23)c(=O)[nH]1	-4%	-23%[9.22 µM]	nt	24%[10 µM]	12%	nt	-1%
Clc1ccc(CN2CCCCCCC2)cc1Cl	3%	2%	3%	?	-2%	4%	4%
Cc1ccc(-n2nc(C)c3c(C(=O)OCC(=O)N(C)C4CCS(=O)(=O)C4)cc(-c4ccccc4)nc32)cc1 (configuration not stated)	-6%	-7%	2%	nt	7%	1%	4%
CCn1c(CNC(=O)c2ccco2)nnc1SCC(=O)Nc1cc(C)c(C)cc1Br	4%	3%[9.22 µM]	16%[38.3 µM]	2%	-3%	?	7%
Cc1ccc2cc(CN(C(=O)C3CCCO3)C3CCCCC3)c(=O)[nH]c2c1 (configuration not stated)	1%	6%	nt	-1%[0.074 µM]	nt	8%	-15%
CCCC(=O)N(CC(=O)Nc1sc(C)c(C)c1C(N)=O)Cc1ccccc1	5%	21%[9.22 µM]	6%	14%[10 µM]	18%	-4%	-3%
CCCN(CCC)S(=O)(=O)c1cccc(-c2csc(C)n2)c1	1%	-13%[9.22 µM]	nt	-28%[10 µM]	6%	nt	-13%

Part of the list above, comma-delimited.
Molecule,GAA spleen mod,HttQ103 aggreg,IMPase Li cell,HTT ATP protect,GoLoco inh red,GAA inh,GAA glycogen mod
CCn1c(CNC(=O)c2ccco2)nnc1SCC(=O)Nc1cc(C)c(C)cc1Br,4%,3%[9.22 µM],16%[38.3 µM],2%,-3%,?,7%
Cc1ccc2cc(CN(C(=O)C3CCCO3)C3CCCCC3)c(=O)[nH]c2c1 (configuration not stated),1%,6%,nt,-1%[0.074 µM],nt,8%,-15%
CCCC(=O)N(CC(=O)Nc1sc(C)c(C)c1C(N)=O)Cc1ccccc1,5%,21%[9.22 µM],6%,14%[10 µM],18%,-4%,-3%

The list continues:
SMILES	GAA spleen mod	HttQ103 aggreg	IMPase Li cell	HTT ATP protect	GoLoco inh red	GAA inh	GAA glycogen mod
O=C(Nc1ccc(COc2ccccc2)cc1)c1cccc([N+](=O)[O-])c1	-3%	-6%	-5%	11%[10 µM]	12%	0%	14%
Cc1cc(C)nc(Sc2nc(C)nc3c2oc2ccccc23)n1	-13%	nt	-1%[38.3 µM]	25%	7%	-7%	-5%
CCCCNC(=S)NCCN1CCN(C(=S)NCCCC)CC1	4%	15%	4%	2%[10 µM]	6%	-4%	-10%
O=C(CSc1nnc(SCc2ccccc2)s1)N/N=C/C=C/c1ccco1	2%	?	-2%	13%[10 µM]	6%	-8%	-4%
CCOC(=O)CSc1nnc(CNC(=O)c2ccc(OC)c(OC)c2)n1C	-2%	5%	2%	17%[10 µM]	-3%	3%	1%
CCOC(=O)C(Cc1ccccc1)c1ccnc2nc(N)nn12 (configuration not stated)	3%	17%	-1%	-11%	-14%	2%	-10%
O=C1NC(c2ccc(-c3ccccc3[N+](=O)[O-])o2)C(C(=O)c2ccccc2)C(O)(C(F)(F)F)N1 (configuration not stated)	3%	0%	7%	0%[10 µM]	5%	-2%	-1%
Cc1ccccc1-n1c(=O)n(Cc2ccccc2)c(=O)c2[nH]cnc21	1%	14%[9.22 µM]	nt	12%[10 µM]	2%	nt	2%
Cc1cc2c(cc1C)N(C(=O)CSC1=NCCS1)C(C)(C)c1ssc(=S)c1-2	-6%	3%	32%[activator]	20%[10 µM]	11%	-7%	0%
C=CCOc1ccc(C2C(C(=O)c3ccco3)=C(O)C(=O)N2Cc2cccnc2)cc1 (configuration not stated)	1%	-24%	?	19%[10 µM]	9%	?	3%
CNC(=S)N/N=C/c1cn(CCOc2ccc(OC)cc2)c2ccccc12	3%	20%	8%	-24%[10 µM]	9%	-1%	0%
CCN(CC)S(=O)(=O)c1ccccc1/C=N\O	-6%	-11%	4%[38.3 µM]	-1%	5%	3%	2%
Cc1nn(-c2ccccc2)c(N2CCCC2)c1/C=N/NC(=O)c1ccccc1O	-1%	?	21%	0%[10 µM]	7%	-4%	?
Cc1cc(OCCCN2CCN(Cc3ccccc3)CC2)ccc1[N+](=O)[O-]	-3%	4%[9.22 µM]	21%	-2%[10 µM]	1%	?	6%
Cc1ccc(NC(=O)CNCC(c2ccccc2)N(C)C)cc1F (configuration not stated)	-9%	-20%[9.22 µM]	nt	14%[10 µM]	5%	nt	4%
CC(C)c1onc(C(=O)N(C)C2CCCCC2)c1[N+](=O)[O-]	-3%	0%	4%	-30%	4%	9%	5%
Cc1cccc2cc(=O)[nH]c(C)c12	-3%	20%	-7%[38.3 µM]	-10%	-30%	0%	16%
CCCCCCOc1ccc(N2C(=O)CC(NCCc3ccc(S(N)(=O)=O)cc3)C2=O)cc1 (configuration not stated)	-3%	-10%	4%[38.3 µM]	-8%	-2%	-2%	-6%

Results in GAA glycogen mod (4 entries from above):
SMILES | GAA glycogen mod
CCOC(=O)CSc1nnc(CNC(=O)c2ccc(OC)c(OC)c2)n1C | 1%
CCOC(=O)C(Cc1ccccc1)c1ccnc2nc(N)nn12 (configuration not stated) | -10%
O=C1NC(c2ccc(-c3ccccc3[N+](=O)[O-])o2)C(C(=O)c2ccccc2)C(O)(C(F)(F)F)N1 (configuration not stated) | -1%
Cc1ccccc1-n1c(=O)n(Cc2ccccc2)c(=O)c2[nH]cnc21 | 2%
